# Assay outcomes deposited in PubChem by several laboratories.
# Rac1 wt modul – modulators of human Rac1 wildtype GTP binding. P63000. GST-Rac1 beads, fluorescent GTP binding, flow cytometry; actives lie on both sides; 0 = cold GTP competed, 100 = untreated. GTP binding activity (% of control), % at 10 µM. actives 0.27% (n = 190,000). AID 757;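 active = GTP binding activity at least 20 points away from the 100% control level, either lower or higher; inconclusive = compound flagged as likely green fluorescent, judged across all proteins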
# Pf gamet viab – P. falciparum stage V gametocyte viability inhibition | P. falciparum stage V gametocytes, ATP luminescence, 24 h | actives 0.065% (n = 150,000) | inhibition, % at 10.9 µM | AID 743093;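 active = inhibition above the mean plus 3 SD of compounds within the control limits, set per campaign, cut at about 38% in these data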;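 also: 0% = DMSO wells and 100% = medium only without gametocytes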
# Avidin bead fluor – avidin bead compound fluorescence profile; Avidin beads, compound fluorescence 488/530 nm, flow cytometry; hits give high values; fluorescence (KMESF) at 10 µM; actives 0.38% (n = 220,000); AID 1775; in the data active = fluorescence above about 47; also: inactives centre near 10
# HRas wt GTP bind – modulators of GTP binding to human HRas wildtype; GST-Ras wt beads, Bodipy-FL-GTP binding, flow cytometry; actives lie on both sides; GTP binding activity, % at 10 µM; actives 0.14% (n = 190,000); AID 759;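 active = GTP binding activity at least 20% away from the 100% baseline, either lowered as inhibitor or raised as activator; inconclusive = flagged as likely green fluorescent, judged across all proteins in the well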;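 also: 0% = unlabeled GTP competition control and 100% = no-compound control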
# Target sequence (P01112 whole entry, looked up): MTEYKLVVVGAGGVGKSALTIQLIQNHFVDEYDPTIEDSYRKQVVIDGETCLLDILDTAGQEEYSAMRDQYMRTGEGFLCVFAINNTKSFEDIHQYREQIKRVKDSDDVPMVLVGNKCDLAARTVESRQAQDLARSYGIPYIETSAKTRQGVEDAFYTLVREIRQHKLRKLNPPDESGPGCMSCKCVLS
# ABCG2 block – human ABCG2 inhibition, ABCB1 as counter-screen; inhibition, % at 6.6 µM; actives 0.1% (n = 190,000); Q9UNQ0; IgMXP3 cells, JC-1 efflux, flow cytometry; AID 1325;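 active = inhibition above 80%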;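 also: 0% = DMSO and 100% = nicardipine control wells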
# Target sequence (Q9UNQ0 whole entry, looked up): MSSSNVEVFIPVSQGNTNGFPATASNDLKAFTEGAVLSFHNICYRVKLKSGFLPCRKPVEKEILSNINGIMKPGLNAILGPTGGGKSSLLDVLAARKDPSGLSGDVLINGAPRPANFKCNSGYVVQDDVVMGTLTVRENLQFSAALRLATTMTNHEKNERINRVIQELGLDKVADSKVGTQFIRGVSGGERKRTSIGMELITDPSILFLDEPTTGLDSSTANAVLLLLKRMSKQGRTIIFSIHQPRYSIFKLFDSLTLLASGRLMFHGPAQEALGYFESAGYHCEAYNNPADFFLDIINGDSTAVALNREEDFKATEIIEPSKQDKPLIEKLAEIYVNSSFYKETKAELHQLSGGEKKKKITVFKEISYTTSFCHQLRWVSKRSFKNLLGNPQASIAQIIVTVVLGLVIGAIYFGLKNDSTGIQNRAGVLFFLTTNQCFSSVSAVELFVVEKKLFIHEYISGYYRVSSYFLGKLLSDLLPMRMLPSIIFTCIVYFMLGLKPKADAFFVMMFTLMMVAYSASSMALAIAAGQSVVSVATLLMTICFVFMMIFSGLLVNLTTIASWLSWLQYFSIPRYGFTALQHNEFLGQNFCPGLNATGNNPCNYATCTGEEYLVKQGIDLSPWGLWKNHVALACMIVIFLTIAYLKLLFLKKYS
#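 Measure – % inhibition of efflux relative to nicardipine and DMSO · Test system – ABCG2 IgMXP3 and barcoded ABCB1 CCRF-Adr cell mix · Control set – nicardipine as high control, DMSO as low control · Compound – one concentration, 6.6 µM final · Signal – flow cytometry of retained JC-1 fluorescence · Timing – 10 min exposure at 25 °C with rotation, no wash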
# ABCB1 inh – blocks JC-1 efflux by human ABCB1 transporter; P08183; CCRF-Adr cells, flow cytometry; inhibition, % at 6.6 µM; actives 0.067% (n = 190,000); AID 1326; in the data active = inhibition above about 40%;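 also: 0% = vehicle and 100% = reference inhibitor; higher value means more JC-1 retained so stronger ABCB1 efflux block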
# Mcl1 Noxa PPI – Mcl-1/Noxa interaction inhibition; Q07820; TR-FRET Mcl-1/Noxa peptide binding, 2 h; inhibition, % at 21.7 µM; actives 1.5% (n = 220,000); AID 1022;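 active = compounds that cut the protein-peptide binding signal by more than 50% relative to plate controls in a single-dose test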;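 also: His-tagged Mcl-1 with rhodamine Noxa BH3 peptide and terbium anti-His antibody; 0% = Mcl-1 plus Noxa peptide wells and 100% = peptide-only wells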
# Rab7 wt modul – dog Rab7 wildtype GTP binding, inhibitors and activators; GST-Rab7 beads, fluorescent GTP binding, flow cytometry; actives lie on both sides; untreated = 100%, excess cold GTP = 0%; GTP binding activity (percent of control), % at 10 µM; actives 0.055% (n = 190,000); AID 758;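 active = fluorescent GTP binding to Rab7 beads changed by at least 20 points from the 100% baseline, either direction, mostly lower; inconclusive = compound itself probably fluorescent, or too few beads counted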;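 also: median green fluorescence of bound Bodipy-FL-GTP per Rab7 bead population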
# Cdc42 wt GTP – human Cdc42 wildtype GTP binding change, either direction. P60953. GST-Cdc42 beads, Bodipy-GTP binding, flow cytometry; actives lie on both sides. percent activity (GTP binding), % at 10 µM. actives 0.2% (n = 190,000);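 active = percent activity GTP binding at least 20 points away from the 100% baseline, either down as inhibitor or up as activator; inconclusive = compound flagged as likely green fluorescent from well-wide comparison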;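 also: median bead fluorescence of bound Bodipy-FL-GTP at 100 nM; 0% = excess unlabeled GTP control and 100% = no compound control; below 100% means less GTP binding so inhibitor and above means activator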
# Target sequence (P60953 whole entry, looked up): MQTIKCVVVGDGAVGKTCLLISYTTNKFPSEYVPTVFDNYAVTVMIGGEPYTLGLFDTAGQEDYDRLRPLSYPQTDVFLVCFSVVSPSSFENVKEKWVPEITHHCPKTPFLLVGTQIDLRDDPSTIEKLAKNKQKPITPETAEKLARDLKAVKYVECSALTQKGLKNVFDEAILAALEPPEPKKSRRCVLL
# Rab2A wt mod – changes GTP binding to wildtype dog Rab2A, up or down; AID 760; P61105; actives 0.19% (n = 190,000); GTP binding activity, % at 10 µM; GST-Rab2 wt beads, Bodipy-GTP binding, flow cytometry;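 active = GTP binding activity at least 20 points away from 100%, either lowered or raised; inconclusive = signal likely due to the compound's own green fluorescence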;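 also: 0% = beads with excess unlabeled GTP and 100% = no-compound control corrected for plate trend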
# Rac1 mut GTP – human Rac1 activated mutant GTP binding change. GST-Rac1 activated beads, fluorescent GTP binding, flow cytometry; actives lie on both sides; 100% means binding = to untreated wells. actives 0.11% (n = 190,000). percent activity (GTP binding), % at 10 µM. P63000;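 active = GTP binding at least 20 percentage points away from the 100% baseline, in either direction, so actives lie on both sides; inconclusive = Compound likely fluorescent itself, or too few beads counted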
# The depositor's hits bear a star; ? = inconclusive; nt = not tested or not shown.
no.	molecule	Rac1 wt modul	Pf gamet viab	Avidin bead fluor	HRas wt GTP bind	ABCG2 block	ABCB1 inh	Mcl1 Noxa PPI	Rab7 wt modul	Cdc42 wt GTP	Rab2A wt mod	Rac1 mut GTP
1	CCCCNC(=O)C(NS(=O)(=O)c1cccc2nsnc12)c1ccccc1 (centres undefined)	102	nt	8	102	0	0.6	0	106	102	104	99
2	COc1ccc(-c2cc(-c3ccccc3)c(C#N)c(S(C)(=O)=O)n2)cc1	103	nt	9	97	-6	-2.5	-7	94	98	97	99
3	CCn1c(Sc2ccc(N)cc2Cl)nc2ccccc21	100	nt	12	101	0	0.1	-11	102	103	103	98
4	CCC(C)(C)n1nnnc1CN1CCN(c2ccc(OC)cc2)CC1	97	nt	9	97	2	1.9	27	99	100	98	97
5	Cc1cccnc1NC(=S)NC(=O)/C=C/c1ccco1	116	-7	31	105	4	0.6	-4	102	109	103	104
6	CC(C)c1nc(NCCN2CCOCC2)c(C#N)c2c1COC(C)(C)C2	99	-5	37	101	6	1.6	-14	100	101	100	98
7	CC(Sc1cccc2cccc(C(=O)O)c12)C(=O)O (centres undefined)	101	8	17	101	-3	-0.6	13	102	103	99	99
8	Cc1ccc(S(=O)(=O)N2CCCCC2C(=O)N2CCN(C)CC2)cc1 (centres undefined)	108	-1	9	104	3	0.5	5	104	105	106	100
9	N#Cc1c2n(c(=S)n(-c3ccc(F)cc3)c1=O)CCCCC2	96	-14	6	94	-1	-0.2	-3	94	94	96	97
10	CCCCNC(=O)CNC(=S)N(Cc1ccccc1)Cc1cccs1	98	-34	10	98	2	1.2	-5	97	98	99	98
11	COc1ccc(OCCC(=O)OCC(=O)NC2CCCCCCC2)cc1	93	16	45	94	1	0.1	0	95	93	95	97
12	COCCn1c(SCC(=O)Nc2cccc(C)c2)nnc1C(C)C	?	nt	10	?	5	1.0	-6	?	?	?	?
13	COc1ccc(C(=O)CSc2nnc(CNc3ccc(F)cc3)o2)cc1	96	4	8	98	10	-2.0	11	105	94	101	93
14	COc1ccccc1OCC(=O)OCC(=O)NCCN1C(=O)CSC1=O	105	20	4	101	-14	-1.7	16	100	101	104	100
15	OCCC1CN(Cc2cccs2)CCN1Cc1ccccc1 (centres undefined)	100	5	11	96	-2	-2.0	14	97	97	97	97
16	CCC(=O)N(Cc1ccco1)c1nc(-c2ccccc2)cs1	98	9	11	99	1	0.1	3	103	97	97	98
17	Nc1ccccc1Oc1c(F)c(F)c(Oc2ccccc2N)c(F)c1F	100	-11	9	99	-2	-0.6	15	99	98	97	96
18	Cn1c(=O)cc(OCCCC(=O)Nc2ccccn2)c2ccccc21	104	-24	6	105	11	1.7	14	99	107	106	104
19	CCc1ccc(OCCNC(=O)OCc2ccccc2)cc1	98	-4	6	101	3	nt	-13	98	96	99	99
20	CSCCC(NS(=O)(=O)c1ccc2c(c1)oc(=O)n2C)C(=O)NC1CCCCC1 (centres undefined)	101	nt	7	101	-3	-2.8	2	102	98	100	101

# Eight compounds already listed, arranged by heavy-atom count, lowest first.
no.	molecule	Rac1 wt modul	Pf gamet viab	Avidin bead fluor	HRas wt GTP bind	ABCG2 block	ABCB1 inh	Mcl1 Noxa PPI	Rab7 wt modul	Cdc42 wt GTP	Rab2A wt mod	Rac1 mut GTP
7	CC(Sc1cccc2cccc(C(=O)O)c12)C(=O)O (centres undefined)	101	8	17	101	-3	-0.6	13	102	103	99	99
3	CCn1c(Sc2ccc(N)cc2Cl)nc2ccccc21	100	nt	12	101	0	0.1	-11	102	103	103	98
15	OCCC1CN(Cc2cccs2)CCN1Cc1ccccc1 (centres undefined)	100	5	11	96	-2	-2.0	14	97	97	97	97
12	COCCn1c(SCC(=O)Nc2cccc(C)c2)nnc1C(C)C	?	nt	10	?	5	1.0	-6	?	?	?	?
10	CCCCNC(=O)CNC(=S)N(Cc1ccccc1)Cc1cccs1	98	-34	10	98	2	1.2	-5	97	98	99	98
6	CC(C)c1nc(NCCN2CCOCC2)c(C#N)c2c1COC(C)(C)C2	99	-5	37	101	6	1.6	-14	100	101	100	98
1	CCCCNC(=O)C(NS(=O)(=O)c1cccc2nsnc12)c1ccccc1 (centres undefined)	102	nt	8	102	0	0.6	0	106	102	104	99
20	CSCCC(NS(=O)(=O)c1ccc2c(c1)oc(=O)n2C)C(=O)NC1CCCCC1 (centres undefined)	101	nt	7	101	-3	-2.8	2	102	98	100	101

# Following part:
no.	molecule	Rac1 wt modul	Pf gamet viab	Avidin bead fluor	HRas wt GTP bind	ABCG2 block	ABCB1 inh	Mcl1 Noxa PPI	Rab7 wt modul	Cdc42 wt GTP	Rab2A wt mod	Rac1 mut GTP
21	CCOc1ccccc1NC(=O)Cc1coc2cc(C)ccc12	109	-34	10	102	6	0.6	10	102	103	102	101
22	CCOc1ncccc1C(=O)Nc1nc(SC)ns1	94	nt	11	92	8	0.4	2	90	94	93	94
23	CCn1c(SCC(=O)c2ccccc2)nnc1-c1cccs1	104	nt	35	102	1	0.4	2	103	102	102	101
24	Cn1c(SCc2ccccc2)nnc1-c1ccncc1	100	nt	7	99	3	0.6	0	96	101	98	98
25	COc1ccc(-c2nc(S(=O)(=O)c3ccc(C)cc3)c(N3CCCC3)o2)cc1	96	-5	5	99	0	-0.3	20	98	99	100	96
26	Cc1ccc(N2CC(C(=O)Oc3cccc(N4C(=O)CCC4=O)c3)CC2=O)cc1 (centres undefined)	98	nt	16	97	1	0.1	12	100	102	100	99
27	Cc1ccc(N=c2oc3cc(O)ccc3cc2C(N)=O)cc1	93	-5	34	96	3	0.3	17	96	95	94	93
28	O=C(Nc1ccc(S(=O)(=O)Nc2ccc(Cl)cc2)cc1)C1CCCO1 (centres undefined)	102	-7	8	100	2	0.4	14	100	100	99	98
29	Cc1ccc(Cl)cc1N1CCN(S(=O)(=O)c2ccc3[nH]c(=O)c(=O)[nH]c3c2)CC1	104	-21	6	97	-1	0.0	8	95	95	99	95
30	Cc1cccc(-c2n[nH]c([N+](=O)[O-])n2)c1	108	nt	14	101	3	0.4	13	99	103	96	101
31	O=C(CCSCc1cccc(Cl)c1)NCCc1ccc(Cl)cc1	101	nt	12	98	1	0.1	9	99	96	100	96
32	CC(=O)N(C(C)=O)N1C(=O)/C(=C/c2ccc(Cl)cc2)SC1=S	90	nt	11	90	-2	-1.0	9	98	87	89	82
33	COc1ccc(C2NC(=O)CS2)cc1OC (centres undefined)	95	-16	32	96	6	0.5	9	98	95	95	95
34	CCc1ccc(OCC(=O)N/N=C(\C)c2ccc3c(c2)OCCO3)cc1	96	nt	17	96	4	1.7	1	97	96	91	94
35	COc1ccc(CNC(=O)CN2CCC(n3nnc4cc(F)ccc43)CC2)cc1	103	-52	6	101	1	0.5	-5	106	98	100	95
36	CCc1nc(N)c(C#N)c(-c2ccccc2OC)c1C	101	1	25	99	1	0.0	31	96	99	99	99
37	CCOc1ccc(OCC)c(NC(=O)CSc2nnc(-c3cccnc3)o2)c1	98	3	9	98	37	4.5	-7	101	99	99	96
38	Cc1cccc(NC(=O)c2sc(Cl)nc2-c2ccccc2)c1	99	nt	1	96	-6	-4.1	3	94	94	95	96
39	Cc1ccc(-c2nnn(CC(=O)N(Cc3cccs3)C(C(=O)NC3CCCC3)c3ccncc3)n2)cc1 (centres undefined)	104	nt	7	104	1	1.5	-6	99	102	101	99
40	Fc1ccc(NC(=S)N/N=C/c2ccc(F)c(F)c2)cc1	97	-1	80*	100	1	0.3	8	105	96	99	94
41	Cc1ccc(C(=O)N2CC3(C)CN(C(=O)c4ccc(C)cc4)CC(C)(C2)C3=O)cc1	104	11	2	102	0	0.6	-1	99	101	101	101
42	CCc1ccc(OCC(=O)OCC(=O)c2ccc3c(c2)NC(=O)CO3)cc1	101	9	12	102	1	0.2	-5	98	103	103	100
43	Cc1cc(/C=C(/C#N)c2cccc(Cl)c2)c(C)n1C	106	8	27	106	3	0.3	-2	103	110	105	100
44	Cc1ccc(CN(C(=O)Cc2cccs2)C(C(=O)NC2CCCC2)c2ccncc2)cc1 (centres undefined)	104	nt	2	103	-6	-0.9	11	102	103	100	100
45	O=NC1=C(c2c(O)[nH]c3ccccc23)CCCC1	100	19	7	99	1	0.1	17	101	98	99	97
46	O=C(Nc1ccc(OC(F)F)cc1)c1ccccn1	98	-11	12	96	16	0.1	11	96	99	98	95
47	O=C(c1ccccc1NS(=O)(=O)c1ccc(F)cc1)N1CCc2ccccc21	?	16	3	?	-1	0.4	-2	?	?	?	?
48	CSc1nc(C)cc(OCCNS(=O)(=O)c2cc(C)ccc2C)n1	96	nt	16	99	5	1.5	0	97	98	98	94
49	O=C(CCNS(=O)(=O)c1cccc2nsnc12)Nc1ccc2c(c1)OCCO2	100	nt	35	100	0	0.0	21	103	100	98	98
50	Cc1c(Cl)c([N+](=O)[O-])nn1Cc1ccc(C(=O)N/N=C\c2cccc(Br)c2)o1	92	6	25	93	-2	0.2	18	97	91	91	93
51	O=C(CCC1CCCN(C(=O)c2ccc3c(c2)OCCO3)C1)NCc1ccccc1F (centres undefined)	102	2	8	100	3	1.4	9	107	100	101	95
52	Cn1c(=O)[nH]c(=O)c2c1nc(NCc1ccccc1)n2CC(O)c1ccccc1 (centres undefined)	101	11	14	100	5	0.6	-6	100	99	99	99
53	CCc1ccccc1NC(=O)N1CCC(NC(=O)C(Cc2ccccc2)NC(C)=O)CC1 (centres undefined)	101	10	12	97	1	0.9	15	97	96	97	96
54	CC1CCc2cc(F)cc3c(O)c(C(=O)NCc4ccco4)c(=O)n1c23 (centres undefined)	99	6	9	101	2	0.3	-18	96	103	101	99
55	COc1ccc(C2(CNC(=O)c3cccc([N+](=O)[O-])c3)CCOCC2)cc1OC	103	10	14	99	4	0.8	-12	101	104	102	102
56	Cc1n[nH]c(C)c1CCCOc1ccccc1	103	nt	10	102	11	0.7	18	99	104	99	101
57	O=C(CNC(=O)c1ccccc1)OCC(=O)N1c2ccccc2Sc2ccccc21	104	-16	3	101	3	1.3	11	102	99	99	98
